# HTR2A ag: mouse Htr2a agonists via beta-arrestin recruitment, primary screen, cell-based, luminescence | AID 624169, 2012 | 5-hydroxytryptamine receptor 2A (Mus musculus), P35363 | activation, % at 7.6 µM | CHO-K1 mHTR2A beta-arrestin complementation; percent of 30 µM serotonin response | hit rate 0.66% among 360,000;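 active means activation above a run cutoff, the mean activation of all tested compounds plus 3 SD, cut at about 14% in these data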;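 further: 0% = plate median of compound wells and 100% = 30 µM serotonin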
# Target sequence (P35363 whole entry, looked up): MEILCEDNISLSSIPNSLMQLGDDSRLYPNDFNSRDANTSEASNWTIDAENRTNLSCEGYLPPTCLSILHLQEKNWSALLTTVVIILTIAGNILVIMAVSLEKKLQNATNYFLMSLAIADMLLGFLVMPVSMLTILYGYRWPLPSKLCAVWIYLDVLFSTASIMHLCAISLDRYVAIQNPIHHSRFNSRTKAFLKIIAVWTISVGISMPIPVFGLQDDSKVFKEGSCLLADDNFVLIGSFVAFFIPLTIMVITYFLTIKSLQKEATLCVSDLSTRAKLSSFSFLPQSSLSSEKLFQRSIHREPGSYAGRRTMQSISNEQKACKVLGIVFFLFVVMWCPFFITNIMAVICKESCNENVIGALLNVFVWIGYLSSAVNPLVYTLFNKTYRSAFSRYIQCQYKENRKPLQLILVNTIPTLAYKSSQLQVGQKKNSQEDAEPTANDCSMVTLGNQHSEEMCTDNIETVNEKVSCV
# H9c2 protect: cardioprotection against H2O2-induced cell death, primary screen, uHTS, H9c2 cells, ATPLite luminescence; H9c2 cardiomyocytes, H2O2 injury protection, 2 h; protection from H2O2 cell death, % at 20 µM; hit rate 0.63% among 360,000; AID 588492, 2011;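 active means compounds giving at least 50% protection of heart cells from peroxide-induced death in the single-dose screen, raw or plate-pattern-corrected value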;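 further: 0% = DMSO wells with peroxide and 100% = DMSO wells without peroxide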
# ABCB6 inh 2: ABCB6 transporter inhibitors, primary screen, K562-ABCB6 cells, flow cytometry, MLPCN library; ATP-binding cassette sub-family B member 6 (Homo sapiens), Q9NP58; K562-ABCB6 porphyrin accumulation, 1 h; active compounds read low; fluorescence ratio to DMSO, % at 10 µM; hit rate 0.19% among 360,000; AID 602162, 2011;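 active means fluorescence ratio to DMSO below 75%, the collection mean minus 3 SD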;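 further: signal is porphyrin accumulated inside mitochondria; 100% equals median channel fluorescence of DMSO control wells; lower ratio means ABCB6 inhibition with less porphyrin fluorescence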
# aDG glyco up: activators of alpha-DG glycosylation, primary screen, uHTS, Pro5-aDG cells, AlphaScreen | alpha-DG glycosylation AlphaScreen (IIH6); 0% Pro5, 100% B10-LARGE cell signal | activation, % at 10 µM | hit rate 0.22% among 360,000 | AID 624168, 2012;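 active means activation of at least 8% versus controls, or a plate z-score of at least 8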;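 further: Pro5 are CHO cells carrying HIG-tagged alpha-DG that lacks glycosylation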
# MC4R barr agon: MC4R agonists recruiting beta-arrestin, primary screen, cell-based, luminescence, agonist arm of biased-ligand search. Melanocortin receptor 4 (Homo sapiens), P32245. U2OS MC4R beta-arrestin complementation; percent of melanotan II response, DMSO zero. activation, % at 8.9 µM. hit rate 0.98% among 360,000. AID 540308, 2011;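 active means activation above a per-plate cutoff, the mean activation of sample wells on that plate plus 3 SD, cut at about 8% in these data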
# Target sequence (P32245 whole entry, looked up): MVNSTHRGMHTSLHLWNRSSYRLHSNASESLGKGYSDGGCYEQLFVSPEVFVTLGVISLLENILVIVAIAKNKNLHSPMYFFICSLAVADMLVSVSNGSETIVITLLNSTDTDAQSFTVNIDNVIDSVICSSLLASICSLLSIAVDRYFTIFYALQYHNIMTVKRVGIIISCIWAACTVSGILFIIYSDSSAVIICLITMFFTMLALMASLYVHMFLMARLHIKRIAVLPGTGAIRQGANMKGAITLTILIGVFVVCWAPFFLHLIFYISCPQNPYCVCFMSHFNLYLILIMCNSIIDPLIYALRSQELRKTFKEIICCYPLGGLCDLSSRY
# CaV13 ICDI inh: Disruptors of the CACNA1D IQ motif to Ca2+-dependent inactivation inhibitor domain association, primary screening, Förster resonance energy transfer in intact living …. AID 743397. inhibition, % at 12.3 µM. hit rate 0.098% among 340,000. HEK cells, CFP/YFP FRET ICDI-IQ, plate reader, 10 min; percent FRET-ratio fall versus neutral wells;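 active means mean replicate inhibition of at least 30% and at least 1% of replicates passing that level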;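 further: 0% = median of the neutral control wells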
# PDI inh: inhibitors of human PDI, primary screen, biochemical, turbidity, single point, plate reader | AID 588391, 2011 | PDI insulin aggregation turbidity, A650, 90 min | inhibition, % at 10 µM | Protein disulfide-isomerase (Homo sapiens), P07237 | hit rate 0.052% among 350,000;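 active means mean inhibition across replicates of 30% or more, whatever share of single replicates reach that level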;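 further: absorbance from insulin aggregation driven by PDI reduction with DTT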
# Vif imaging: HIV Vif self-association inhibitors, primary screen, imaging, HEK293T, single point | HEK293T cells, Vif self-association by quenched fluorescence, 24 h | inhibition, % at 7.49 µM | hit rate 0.35% among 340,000; in the data active means inhibition above about 50%, passing the limit was not always enough; further: some results filed as inactive read as strong as hits
# MC4R antag cAMP: MC4R antagonists of cAMP signaling, primary screen, cell-based, TR-FRET, antagonist arm of biased-ligand search. hit rate 0.48% among 360,000. MC4R-expressing cells, MTII-stimulated cAMP, LANCE TR-FRET. inhibition, % at 6.5 µM;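 active means inhibition above its plate's cutoff, the mean of tested wells on that plate plus 3 SD, cut at about 29% in these data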;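 further: 0% = Melanotan II alone and 100% = Melanotan II plus saturating MCL0020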
#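 Test system: U2OS cells stably expressing human melanocortin 4 receptor (MC4R); also added: Melanotan II challenge; compound: 6.5 µM single dose; timing: 30-min compound preincubation, 1-h Melanotan II challenge, 1-h detection, room temperature; signal: Eu-cAMP/anti-cAMP TR-FRET, emission 671 nm; repeats: one well per compound, no replicates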
# Glyco luc inh: increase of ERlucT glycosylation luciferase signal, primary screen, N-linked glycosylation inhibitor project, D54 ERlucT cells, luminescence, set 2. D54 ERlucT glycosylation luciferase reporter, 24 h; percent of 100 nM tunicamycin response. reporter increase, % at 12.5 µM. hit rate 0.23% among 360,000;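 active means mean luciferase reporter signal, scaled so untreated is 0 and the glycosylation-blocking control 100, at or above a set limit in every replicate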;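 further: luciferase carries N-glycosylation sites so blocking glycosylation raises the light; 0% = median of neutral control wells and 100% = median of 100 nM tunicamycin wells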
# * = called active by the depositor; / = no result given. Rows were taken by chance; 3.6% or so of the library scored in one or more.
canonical_smiles	MC4R antag cAMP	MC4R barr agon	HTR2A ag	CaV13 ICDI inh	Glyco luc inh	PDI inh	aDG glyco up	Vif imaging	H9c2 protect	ABCB6 inh 2
COc1ccc(CN(CC(=O)NC2CCCC2)C(=O)CCC(=O)Nc2nccs2)cc1	11.0	2.6	1.0	-7.0	0.8	0.8	-0.1	2.6	3.1	98.0
COc1ccc(OCC(O)CNC2CCCC2)cc1 (stereo not drawn)	11.0	-1.6	-2.2	-2.2	-0.2	3.4	0.0	-2.0	1.8	94.0
CCOc1ccc(N2CC(=O)N/C2=N\c2nc(C)cc(C)n2)cc1	12.4	-0.7	2.9	/	0.6	-8.0	0.0	1.3	-9.4	102.0
COc1ccc(CCNC2=NCC(C)S2)cc1 (stereo not drawn)	3.8	0.1	3.1	-3.9	1.9	-2.6	0.1	5.3	-3.9	95.0
COc1cc(CN(C)Cc2nc3cc(C(F)(F)F)ccc3c(=O)[nH]2)ccc1OC(F)F	11.4	1.7	0.7	-19.6	3.8	-2.8	1.0	3.0	-9.4	100.0
CCC(C)(C)n1nnnc1C(c1ccc(C)cc1)N1CCN(C(=O)c2ccco2)CC1 (stereo not drawn)	14.8	0.5	-0.1	-4.3	0.0	11.7	0.3	-3.7	3.2	95.0
COc1ccc2nc(N3C(=O)/C(=C/c4ccc(Cl)cc4)NC3=S)sc2c1	6.9	-1.0	1.9	-5.9	1.3	-7.4	0.2	-3.3	-11.2	130.0
CCCCNc1c([N+](=O)[O-])c(=O)n(C)c2ccccc12	13.5	-1.2	-1.9	-5.9	-0.2	0.3	0.0	-11.6	2.0	101.0
O=C(CC1NCCc2ccccc21)Nc1ccccc1 (stereo not drawn)	-1.8	-2.5	-2.0	3.5	1.6	-4.1	0.6	1.1	4.1	98.0
CCCNCc1cc(OC)c(OCC(=O)Nc2ccccc2)cc1Br	-3.8	-3.9	-2.8	-6.7	-4.2	-4.1	-0.1	-19.5	1.4	98.0
CCNC(=O)/C(C#N)=C/c1c(N2CC(C)OC(C)C2)nc2ccccn2c1=O (stereo not drawn)	7.0	0.6	0.2	-3.7	2.5	-1.8	-0.1	-6.5	0.3	102.0
COc1ccc(-c2nn(-c3ccccc3)cc2C(=O)NC2CCC(C)CC2)cc1 (stereo not drawn)	1.7	-3.3	-4.9	-5.7	0.2	-4.5	-0.1	/	11.1	93.0
CCOc1ccc(N2C(=O)CC(NCc3ccc(S(N)(=O)=O)cc3)C2=O)cc1 (stereo not drawn)	-0.3	-1.1	2.5	-6.0	1.0	3.1	0.0	1.9	1.9	96.0
C/C=C(/C)C(=O)O[C@H]1[C@@H](O)c2c(ccc3ccc(=O)oc23)OC1(C)C	6.0	-1.6	-3.9	-5.8	-0.7	10.1	-0.1	0.2	-3.1	99.0
Cc1cc(C(=O)N2CCN(Cc3ccc4c(c3)OCO4)CC2)cs1	-0.7	-1.8	-2.3	-7.5	-6.2	12.9	-0.1	-5.8	-2.0	92.0
COc1cc(/C=N/NC(=S)Nc2cccc(S(=O)(=O)N(C)C)c2)cc(OC)c1O	6.6	0.5	5.2	-4.6	1.7	-6.7	-0.2	4.0	-2.3	99.0
CS(=O)(=O)c1ccc2nc(NC(=O)CCC(=O)c3cccs3)sc2c1	13.3	0.3	-3.6	-0.2	1.5	-1.2	-0.2	-2.3	4.0	96.0
Cc1cc(CNC(=O)COc2ccccc2F)c2ccccc2n1	4.2	0.9	-2.4	-10.3	0.2	-4.8	1.9	-0.9	-10.9	104.0
COC(=O)c1c(NC(=O)C(=O)N2CCCC2)sc2c1CC(C)(C)OC2	2.9	-2.8	-8.5	-6.8	3.5	-5.5	-0.5	3.9	14.7	109.0
O=C1CSC(c2ccccc2[N+](=O)[O-])N1c1ccccc1 (stereo not drawn)	3.6	0.2	0.0	-3.7	1.7	-2.7	0.1	19.2	-1.4	101.0
CCc1cc(OCCN(C)C)ccc1Cl	-0.8	-1.2	-3.1	-7.1	2.2	-0.3	0.6	-0.3	-0.2	95.0
O=C(CSc1nc2ccccc2s1)NCCOc1ccc(Cl)cc1	5.2	3.0	-4.0	-7.3	0.6	4.8	-0.3	9.4	-11.7	97.0
CC(C)N(C(=O)COC(=O)c1ccc([N+](=O)[O-])cc1)c1ccccc1	1.6	-4.8	-5.5	1.1	1.0	-4.7	-0.1	0.1	1.5	95.0
O=C(c1cc(-c2ccc(O)cc2)on1)N1CCOCC1	10.0	-1.3	-0.7	-2.8	-9.6	-1.1	0.1	1.7	-0.6	101.0
O=C(/C=C/c1ccccc1[N+](=O)[O-])Nc1ccccc1	16.1	3.6	-4.6	-2.0	-6.0	-3.3	0.4	8.5	-0.2	109.0
CN(CC(=O)NC(=O)NCc1ccccc1)CC(=O)Nc1ccc(Cl)c(C(F)(F)F)c1	5.7	1.6	-7.9	-15.6	3.3	1.1	0.1	-5.3	-19.1	99.0
COCCNC(=O)c1onc(CSc2ccc(Cl)cc2)c1C(=O)O	7.8	-3.0	3.4	-10.6	0.4	3.7	0.0	-3.3	3.4	100.0
Cc1[nH]n(-c2ccc([N+](=O)[O-])cc2)c(=O)c1C=NCCN1CCN(C(=O)c2ccc(F)cc2)CC1	0.2	-1.1	5.0	/	1.8	0.8	0.1	-3.0	-0.3	101.0
COc1ccc(CCNC(=O)C2CCCN(S(=O)(=O)c3ccc(F)cc3)C2)cc1OC (stereo not drawn)	-1.0	-0.8	11.8	-10.8	-1.8	3.7	0.1	-6.9	3.0	101.0
CCn1c(/C=C/c2c[nH]c3ccccc23)nc2ccccc2c1=O	-2.3	4.3	2.4	-103.8	-7.4	-18.2	0.6	1.0	8.1	99.0

# 2 entries from above, with two lines to a compound:
# Every second line gives: MC4R antag cAMP | MC4R barr agon | HTR2A ag | CaV13 ICDI inh | Glyco luc inh | PDI inh | aDG glyco up | Vif imaging | H9c2 protect | ABCB6 inh 2
O=C(/C=C/c1ccccc1[N+](=O)[O-])Nc1ccccc1
  16.1 | 3.6 | -4.6 | -2.0 | -6.0 | -3.3 | 0.4 | 8.5 | -0.2 | 109.0
COc1ccc(CCNC2=NCC(C)S2)cc1 (stereo not drawn)
  3.8 | 0.1 | 3.1 | -3.9 | 1.9 | -2.6 | 0.1 | 5.3 | -3.9 | 95.0

# More structures.
canonical_smiles	MC4R antag cAMP	MC4R barr agon	HTR2A ag	CaV13 ICDI inh	Glyco luc inh	PDI inh	aDG glyco up	Vif imaging	H9c2 protect	ABCB6 inh 2
O=C(O/N=C(\c1ccccc1)c1ccncc1)c1ccccc1Cl	-0.8	-1.2	0.6	-4.4	-2.1	-13.1	0.4	12.7	17.3	96.0
COC(=O)C1CC(O)CN1S(=O)(=O)c1ccc2ccccc2c1 (stereo not drawn)	-3.8	-1.0	7.7	-1.8	0.6	-0.3	0.3	0.6	4.3	98.0
CC1CN(C(=O)COC(=O)c2cc(Cl)ccc2[N+](=O)[O-])CC(C)O1 (stereo not drawn)	11.0	2.7	2.1	-7.1	-0.5	12.7	0.0	5.2	0.4	99.0
O=C(c1ccco1)N1C(=O)c2cccc3c(S(=O)(=O)N4CCCC4)ccc1c23	5.1	-0.5	2.5	-1.3	4.0	3.7	-0.2	3.7	9.9	96.0
C[C@@H]1COC(=O)[C@H](Cc2ccc(F)cc2)CC/C=C/C[C@@H](CC(=O)N[C@H](CO)Cc2ccccc2)C(=O)N1	2.0	0.3	3.9	-5.0	2.0	0.6	0.1	-3.4	1.5	102.0
O=C(Nc1cccc(S(=O)(=O)N2CCCCC2)c1)C1CCN(C(=O)c2ccc(Cl)cc2)CC1	-1.9	-1.4	-3.3	-2.0	-5.6	-10.1	0.0	/	-12.9	97.0
CC(Oc1ccc([N+](=O)[O-])cc1Cl)C(=O)Nc1ccc(C(N)=O)cc1 (stereo not drawn)	2.3	-2.2	-1.5	-4.2	-2.5	9.9	-0.2	2.3	-2.3	99.0
Cc1ccc(S(=O)(=O)N2C[C@H]3C(=O)C[C@@H](c4ccccc4)N(S(=O)(=O)c4ccc(C)cc4)[C@H]3C[C@H]2c2cccc(C)c2)cc1	/	/	2.0	-3.3	-9.6	/	-0.2	/	1.7	100.0
COC(=O)c1sc(NC(=S)NC(=O)c2cccc(Br)c2)nc1C	17.2	0.1	-3.3	-19.6	6.3	1.8	0.0	-4.2	-14.9	101.0
CCCc1nc2c3ccccc3ccn2c1Cc1cccc(F)c1	/	/	2.6	-7.9	2.3	/	0.2	/	-4.9	104.0
COc1cc(OC)c2c(-c3ccccc3)cc(=O)oc2c1C(CC(=O)N1CCN(c2ccccc2)CC1)c1ccc(N(C)C)cc1 (stereo not drawn)	7.0	-0.9	-3.6	-9.6	-0.1	-1.9	-0.6	-6.6	4.3	94.0
O=C(CSc1n[nH]c(-c2cccnc2)n1)Nc1ccc(Cl)cc1	17.7	-1.6	-3.5	-4.5	2.5	-5.0	-0.1	-9.3	2.9	94.0
Cc1nn(CC(=O)NCC(C)c2ccccc2)c(=O)c2cc3occc3n12 (stereo not drawn)	11.8	-3.3	2.1	-2.3	-0.3	1.3	0.2	-4.5	3.9	91.0
CCOC(=O)c1[nH]c(C)c(/C=N/O)c1C	-11.7	1.1	-1.6	-0.1	1.0	-4.0	0.5	0.0	-1.7	96.0
CCCCCn1c(N2CCC(Cc3ccccc3)CC2)nc2c1c(=O)[nH]c(=O)n2C	-6.5	4.2	-2.2	/	7.9	-8.7	0.4	-7.4	-12.3	98.0
CCC1CCCCN1Cc1c(O)ccc2c(=O)c(-c3ccccc3OC)coc12 (stereo not drawn)	17.3	-1.9	-2.4	-4.4	-1.2	-5.8	-0.1	2.7	2.2	102.0
COc1ccc(-c2c(C(=O)c3ccc(Br)cc3)[nH]c(N)c2C(=O)c2ccccc2)cc1OC	/	/	3.3	-6.5	/	/	-0.3	/	/	94.0
O=C(COc1ccccc1)N1CCCC1	0.2	-0.7	-2.5	3.7	2.1	-0.2	0.0	4.3	-1.2	95.0
Cc1ccc(-n2c(SCC(=O)NCCN3C(=O)CSC3=O)nnc2-c2ccccc2F)cc1	3.2	-1.3	-2.9	-2.6	1.9	-3.8	-0.1	-16.1	0.6	95.0
COc1ccc(/C=C2\CCc3ccccc3C2=O)cc1OC	-6.0	-1.9	-6.8	-3.0	-3.4	-4.1	0.3	-4.1	-4.0	100.0
COC(=O)c1sc(S(=O)(=O)N2CCN(CCO)CC2)c(C(=O)OC)c1C	19.9	-1.9	-3.4	-5.5	2.4	2.9	0.0	-6.7	1.0	94.0

# Screening data deposited in PubChem by several laboratories.
